NPR2 activator = human GC-B receptor activators, primary screen, HEK293 GC-B cells, cGMP TR-FRET, EC30 CNP. Atrial natriuretic peptide receptor 2 (Homo sapiens), P20594. 0% at EC30 CNP, 100% saturating CNP. activation, % at 10 µM. 370,000 tested, 0.11% active. AID 1920062, 2024;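 active means activation at 10 µM reaching about 35% in either raw or pattern-adjusted values, limit read from the data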
proKLK7 act = proKLK7 zymogen activators, primary screen, biochemical, fluorescence intensity. purified proKLK7, EDANS-DABCYL substrate fluorescence; 100% is mature enzyme control, 0% vehicle. activation, % at 7 µM. 370,000 tested, 0.9% active. AID 652039, 2013;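 active means activation above the mean of all tested compounds plus 3 SD, computed per campaign excluding outliers beyond control limits, cut at about 13% in these data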
Target sequence (P49862 whole entry, looked up): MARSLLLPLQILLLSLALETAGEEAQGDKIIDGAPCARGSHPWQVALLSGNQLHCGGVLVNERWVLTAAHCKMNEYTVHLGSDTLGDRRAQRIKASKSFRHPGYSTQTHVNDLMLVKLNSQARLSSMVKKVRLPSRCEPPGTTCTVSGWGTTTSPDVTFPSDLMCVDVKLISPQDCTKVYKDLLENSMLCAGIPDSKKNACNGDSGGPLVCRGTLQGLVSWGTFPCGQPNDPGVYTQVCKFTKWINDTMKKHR
SMARCA2 activ = SMARCA2 (BRM) function activators, primary screen, cell-based, luminescence, high throughput | activation, % at 9.1 µM | 370,000 tested, 1% active | MG213 cells, MMTV-luciferase reporter, dexamethasone, overnight; in the data active means activation above about 7.8%;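 further: 0% = vehicle wells and 100% = reference activator wells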
hgDAF12 agonist = H. glycines DAF-12 receptor agonists, primary screen, cell-based, luminescence, HEK293, GAL4 fusion, UAS-luciferase. Nuclear hormone receptor DAF-12 (Heterodera glycines), GAL4 fusion. HEK293 GAL4-hgDAF12 UAS-luciferase reporter, agonist luminescence; normalized to butyrate control. activation, % at 6.8 µM. 370,000 tested, 1.8% active;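 active means activation above a cutoff set at the mean of all screened compounds plus 3 SD, cut at about 10% in these data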;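 further: 0% = DMSO wells and 100% = sodium butyrate wells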
hcDAF12 agonist = H. contortus DAF-12 nuclear receptor activators, primary screen, cell-based, luminescence, HEK293, lit1-tk-luc reporter; HEK293 hcDAF-12 lit1-tk-luc reporter; 0% DMSO, 100% Δ7-dafachronic acid; activation, % at 6.8 µM; 370,000 tested, 1.4% active; AID 652067, 2013;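 active means activation above the mean of all tested compounds plus 3 SD, cut at about 5.5% in these data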;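 further: 100% = response to 3 µM Δ7-dafachronic acid high control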
DAX1 inh-1 = DAX1 (NR0B1) inhibitors, primary screen, cell-based, HEK293, Gal4-DAX1, luciferase luminescence | HEK293 Gal4-DAX1 luciferase reporter | inhibition, % at 6.75 µM | Nuclear receptor subfamily 0 group B member 1 (Homo sapiens), P51843 | 340,000 tested, 0.99% active | AID 504766, 2011;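 active means inhibition above the mean over all tested compounds plus 3 SD, cut at about 4.2% in these data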;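 further: 0% = DAX1-transfected cells with DMSO and 100% = empty-vector control cells with DMSO; inhibition shows as a rise in luminescence from relieved DAX1 repression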
Target sequence (P51843 207-470 limits assumed): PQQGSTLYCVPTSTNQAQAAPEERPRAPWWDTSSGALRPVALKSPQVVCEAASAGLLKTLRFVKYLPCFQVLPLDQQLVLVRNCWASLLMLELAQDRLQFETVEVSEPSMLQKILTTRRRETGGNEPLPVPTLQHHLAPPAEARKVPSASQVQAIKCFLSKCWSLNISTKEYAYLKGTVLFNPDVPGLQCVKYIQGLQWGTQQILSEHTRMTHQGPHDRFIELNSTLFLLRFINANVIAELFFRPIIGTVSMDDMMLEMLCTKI
ssDAF-12 act = S. stercoralis DAF-12 nuclear receptor activators, primary screen, cell-based, luminescence, HEK293, GRIP1 co-expression, lit1-tk-luc. Nuclear hormone receptor DAF-12 (Strongyloides stercoralis). HEK293 ssDAF-12/GRIP1 lit1-tk-luc reporter; % of 3 µM dafachronic acid response. activation, % at 6.8 µM. 370,000 tested, 1% active. AID 652126, 2013;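 active means activation above the mean over all tested compounds plus 3 SD, cut at about 0.9% in these data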;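 further: 0% = DMSO-only wells and 100% = 3 µM delta7-dafachronic acid wells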
FXN GAA850 act = FXN promoter activators, primary screen, cell-based, luciferase luminescence, HEK293 lucGAA850 | HEK293 lucGAA850 FXN promoter luciferase reporter, 24 h; percent of 10 µM SAHA response | activation, % at 6 µM | 360,000 tested, 0.56% active;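 active means activation above the average of all compounds screened plus 3 SD, cutoff fixed separately per campaign, cut at about 7.5% in these data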;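 further: 0% = DMSO wells and 100% = 10 µM SAHA wells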
NPR1 activator = GC-A stimulated cGMP production enhancers – HEK293 GC-A cells, cGMP TR-FRET, EC30 ANP, primary screen; 0% at EC30 ANP, 100% saturating ANP; AID 1671463, 2021; activation, % at 10 µM; 370,000 tested, 0.14% active; Atrial natriuretic peptide receptor 1 (Homo sapiens), P16066; in the data active means activation above about 40%
DAX1 inh-2 = DAX1 (NR0B1) inhibitors on StAR promoter, primary screen, cell-based, luminescence, SF-1 (NR5A1), full-length DAX-1; inhibition, % at 6.8 µM; 370,000 tested, 1.1% active; AID 652010, 2013; HEK293T StAR-luciferase reporter, SF-1/DAX-1 repression relief;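 active means inhibition above the mean over all tested compounds plus 3 SD, cut at about 3.6% in these data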;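 further: 0% = DAX-1 cells with DMSO and 100% = cells lacking DAX-1 with DMSO; higher inhibition means more luminescence from relief of DAX-1 repression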
sPLA2-III inh = human group III sPLA2 inhibitors, primary screen, biochemical, QFRET, BODIPY PC-A2 liposome substrate. QFRET BODIPY PC-A2 liposome hydrolysis, fluorescence. 370,000 tested, 0.56% active. inhibition, % at 12.2 µM. AID 743126, 2013;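 active means inhibition above mean plus 3 SD of compounds lying within the high and low control bounds, cut at about 19% in these data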;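 further: 0% = median of test compound wells and 100% = no enzyme DMSO wells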
Target sequence (Q9NZ20 whole entry, looked up): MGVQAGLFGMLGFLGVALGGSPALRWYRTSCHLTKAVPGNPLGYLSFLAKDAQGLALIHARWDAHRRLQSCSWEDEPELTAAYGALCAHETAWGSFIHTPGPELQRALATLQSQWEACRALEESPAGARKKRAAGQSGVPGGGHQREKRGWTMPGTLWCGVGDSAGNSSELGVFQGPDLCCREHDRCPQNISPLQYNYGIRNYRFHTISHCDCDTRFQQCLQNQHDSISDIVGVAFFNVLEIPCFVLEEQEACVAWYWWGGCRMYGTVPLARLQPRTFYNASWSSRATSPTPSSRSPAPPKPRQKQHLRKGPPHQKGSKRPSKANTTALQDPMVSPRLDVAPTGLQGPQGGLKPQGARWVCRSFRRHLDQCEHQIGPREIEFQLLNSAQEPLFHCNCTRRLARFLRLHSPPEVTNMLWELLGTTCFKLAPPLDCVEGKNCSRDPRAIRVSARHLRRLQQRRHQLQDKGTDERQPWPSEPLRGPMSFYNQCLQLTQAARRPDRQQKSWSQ
Numbers without * were called inactive; . = no result given.

SMILES	NPR2 activator	proKLK7 act	SMARCA2 activ	hgDAF12 agonist	hcDAF12 agonist	DAX1 inh-1	ssDAF-12 act	FXN GAA850 act	NPR1 activator	DAX1 inh-2	sPLA2-III inh
O=C(CSc1nc2ccccc2[nH]1)NCCN1CCCCC1	-3	-0.6	0	-0.2	-0.9	-0.3	-0.8	0.1	-7	-0.3	-2
S=c1[nH]nc(-c2cc(-c3ccco3)[nH]n2)n1-c1ccccc1	-9	0.0	-1	-0.7	0.1	-0.8	-0.5	0.1	0	0.4	9
Cc1ccc[n+](CC2OCc3ccccc3CO2)c1	-3	-0.4	0	-0.9	-0.7	1.2	-1.1	3.7	0	0.2	1
CCOC(=O)Cn1cnc2c(cnn2-c2ccc(Cl)cc2)c1=O	1	0.1	-1	1.6	-0.8	2.6	-0.8	2.1	11	-0.5	2
CCn1nc(C(=O)OCC(=O)c2c[nH]c3ccccc23)c2ccccc2c1=O	7	-0.3	2	1.5	1.4	-1.6	0.2	0.2	7	0.4	-18
O=C(NCCc1ccc(F)cc1)c1ccc(S(=O)(=O)N2CCCCC2)cc1	1	-0.4	-2	-1.3	-0.4	0.1	-1.7	0.0	-2	-1.8	-8
Nc1cc(=O)[nH]c(SCCNS(=O)(=O)c2ccccc2)n1	5	0.0	1	2.6	3.4	-1.6	0.9*	0.5	-5	0.1	-6
CCC(=O)OCCNc1cc(SCCC(=O)OC)c2nonc2c1[N+](=O)[O-]	-1	0.1	-1	-2.9	2.2	-1.1	-1.3	2.4	7	-0.1	1
CC(C)Oc1ccc(CN2CCC2(C)C(=O)Nc2ccc(Cl)c(Cl)c2)cc1 (stereo not given)	4	0.3	-4	0.0	-0.3	.	-1.4	2.3	-4	0.2	-3
O=C(CSc1cc(Cl)ccc1Cl)NCC(=O)Nc1ccc(F)c(F)c1F	2	0.0	-1	-0.8	-2.0	1.8	-1.5	2.4	1	0.8	-5
S=C(NNc1ccc2ccccc2c1)NC1CCCCC1	0	-0.3	5	5.3	4.5	-0.3	0.4	-1.2	-5	-0.3	16
Cc1cc(NC(=O)c2cc([N+](=O)[O-])cc([N+](=O)[O-])c2C)no1	1	-0.5	-1	0.9	-0.9	2.0	-1.1	-3.4	2	-0.9	-2
CCC(C(=O)Nc1ccccc1C(=O)N1CCOCC1)N1C(=O)c2ccccc2C1=O (stereo not given)	2	0.7	0	-1.0	-1.9	1.2	-1.3	0.8	-1	-0.1	1
Cn1cnnc1SCc1ccccc1[N+](=O)[O-]	5	0.1	-2	0.6	-1.8	.	-1.7	-0.1	-4	0.3	0
CC(=O)N=c1sc2ccccc2n1C	-4	-0.1	1	1.1	-0.5	0.9	-1.1	0.7	-1	-0.6	2

3 of the entries above in order of the NPR2 activator value, highest first:
structure	NPR2 activator
CCn1nc(C(=O)OCC(=O)c2c[nH]c3ccccc23)c2ccccc2c1=O	7
CC(C)Oc1ccc(CN2CCC2(C)C(=O)Nc2ccc(Cl)c(Cl)c2)cc1 (stereo not given)	4
S=C(NNc1ccc2ccccc2c1)NC1CCCCC1	0

(continued)
SMILES	NPR2 activator	proKLK7 act	SMARCA2 activ	hgDAF12 agonist	hcDAF12 agonist	DAX1 inh-1	ssDAF-12 act	FXN GAA850 act	NPR1 activator	DAX1 inh-2	sPLA2-III inh
CCOc1ccc(-c2nn(-c3ccccc3)cc2/C=C2\SC(N)=NC2=O)cc1C	7	0.1	5	-1.1	-0.6	1.3	-1.8	0.4	0	0.2	1
Cc1ccccc1CS(=O)(=O)CCC(=O)N1CCN(c2ccc(N3CCOCC3)nn2)CC1	1	8.3	7	-0.2	-1.1	-0.6	-1.1	-1.5	-2	-0.3	-1
CCOC(=O)[C@]12CCCC=C1N(Cc1cccc3ccccc13)C(=O)[C@H](CC(=O)NCc1cccs1)C2	3	0.1	-4	0.0	-2.1	.	-1.1	.	2	-1.4	-17
O=C(c1ccc(N2CCCC2)c([N+](=O)[O-])c1)N1CCN(S(=O)(=O)c2ccc(Cl)cc2)CC1	-2	0.0	-1	2.1	-1.1	-0.4	-1.4	2.0	-4	-3.1	13
O=C(Cn1cc([N+](=O)[O-])ccc1=O)N1CCCc2ccccc21	4	-0.2	2	1.2	-0.8	-1.6	-0.7	0.3	2	-0.3	2
O=C(c1ccco1)N1N=C2CCCCCC2C1(O)C(F)(F)F (stereo not given)	3	-0.4	1	0.4	-1.1	0.1	-1.4	2.5	1	0.3	0
CCN(Cc1cccs1)C(=O)CN1C(=O)NC2(CCCc3ccccc32)C1=O (stereo not given)	2	-0.2	1	3.9	-1.4	1.1	-0.7	-2.6	2	-2.5	0
Cc1ccc([C@@H]2[C@@H]3C(=O)N(c4ccccc4)C(=O)[C@@H]3[C@]3(C)C(=O)N(Cc4ccccn4)CC(=O)N23)o1	1	0.0	0	0.9	0.9	-1.0	-1.4	2.9	4	0.1	10
COc1ccc(C(=O)CC2OC(=O)c3c2ccc(OC)c3OC)cc1 (stereo not given)	-9	55*	1	-1.4	0.5	0.0	-0.1	0.0	-4	0.2	-1
Cc1cccc(NC(=S)NNC(=S)NC2CCCCC2)c1C	7	28*	1	2.3	-1.4	0.0	-1.3	1.4	1	0.0	2
CC(C)Nc1nc(N(c2ccccc2)c2ccccc2)nc(-n2ccnc2)n1	-9	-0.3	-5	1.1	-1.6	-0.3	-1.1	1.3	-13	-0.1	4
Cn1cc(S(=O)(=O)NCc2ccc3c(c2)OCO3)c(C(F)(F)F)n1	-1	0.3	2	1.7	0.3	0.4	-0.7	1.0	1	0.7	-2
CC(Oc1ccccc1)C(=O)N1CCC2(CC1)Oc1ccc(F)cc1C(=O)C21CC(c2ccccc2)=NO1 (stereo not given)	4	-0.1	-2	-0.7	-1.6	0.0	-1.4	-2.8	2	-0.4	-8
COc1ccc(CN(C)C(=O)CSc2nnc(C3CC3)n2C2CC2)cc1	1	0.1	4	-0.4	-1.4	2.2	-1.0	-1.5	1	-2.1	2
O=C1NC[C@H](CCCCN2CCN(CCc3ccccc3)C(=O)C2=O)N(CCc2ccc(O)cc2)C1=O	4	-1.4	-2	0.3	-1.0	.	-1.0	.	3	0.6	4
O=S(=O)(O)CCN1CCOCC1	7	0.3	-2	-0.9	-0.5	1.3	-1.3	-0.3	4	0.0	7
Cc1c(C(=O)c2ccc(F)cc2)c2ccccn2c1CCc1ccccn1	5	0.4	-2	-3.2	-0.4	-0.3	-0.7	5.3	-11	0.1	2
COc1ccc(OCC(=O)Nc2ccc3c(c2)nc(CCN2CCC(C)CC2)n3C)cc1	-1	-0.1	-2	-0.6	-0.8	0.3	-1.5	1.1	4	1.9	-1
Cc1ccnc(Sc2ccc([N+](=O)[O-])cc2[N+](=O)[O-])n1	-9	0.0	-1	0.8	-0.6	-2.4	-0.9	-3.7	-2	-1.0	1
O=C(Nc1c(-c2ccc(Cl)cc2)[nH][nH]c1=O)c1ccc(Br)cc1	-5	-0.6	-1	-3.6	0.2	.	-1.1	.	2	-0.7	-22
O=C(O)c1cc([N+](=O)[O-])ccc1NCc1ccccc1	-2	-0.1	-2	0.0	1.0	1.1	-1.9	1.7	0	-0.4	-19
COc1ccccc1NS(=O)(=O)c1ccc(C(=O)NCC(c2ccco2)N(C)C)cc1 (stereo not given)	4	-0.6	-2	-2.3	-1.2	-0.1	-0.4	-0.2	-2	-0.3	13
CCOc1ccc(-n2c(SCC(=O)OC)nc3sc4c(c3c2=O)CCN(C)C4)cc1	-2	-0.6	4	1.2	-0.8	-1.2	-0.8	1.7	11	-0.1	-5
COC(=O)C1CCN(C(=O)COC(=O)c2cc([N+](=O)[O-])ccc2N2CCOCC2)CC1	1	-0.3	-2	-0.1	-0.3	1.0	-1.5	2.2	3	-0.5	8
CCOC(=O)[C@]12CCCC=C1N(Cc1ccco1)C(=O)[C@H](CC(=O)NCc1ccc(OC)c(OC)c1)C2	0	0.0	-4	1.5	-0.2	.	-0.8	.	1	0.5	-7
O=C1NN=C(c2ccccc2)CC1c1ccc(Cl)cc1Cl (stereo not given)	-8	0.8	0	-0.9	-2.0	-1.1	-1.6	2.0	-12	-0.2	-4
O=C(O)CCCNC(=O)/C(=C\c1ccccc1F)NC(=O)c1ccccc1	-2	0.3	2	-6.6	-0.3	0.7	-1.1	0.1	-1	-0.8	5
O=C(O)c1cc2c(N3CCC(Cc4ccccc4)CC3)ncnc2s1	-1	-0.4	-2	-0.7	0.4	-0.2	-0.6	0.8	-1	0.1	-9
CCN(CC(=O)Nc1ccc(S(=O)(=O)N2CCCC2)cc1)CC(=O)Nc1cccc(OC)c1	1	0.2	-5	-2.3	0.1	0.6	-0.8	0.7	-2	-0.1	12
Cc1ccc(S(=O)(=O)c2c(N)n(CC3CCOC3)c3nc4ccccc4nc23)cc1 (stereo not given)	6	-12	0	-3.8	-2.8	-0.9	-1.8	0.1	5	-0.8	-18
O=C(NC1CCCCCC1)c1ccc(CS(=O)Cc2ccccc2Cl)o1 (stereo not given)	1	0.0	-1	0.0	0.4	-0.2	-1.1	0.2	0	-1.2	2
COCC(=O)N1CCC(n2nnc3cc(C(F)(F)F)ccc32)CC1	-2	0.5	-1	1.7	-0.3	0.0	-1.6	1.0	0	-0.3	-10
O=C(CCC(=O)N1CCSc2ccccc21)NCCc1ccccc1	-1	0.1	1	3.8	0.0	-0.1	-0.8	0.1	0	0.5	2
O=C(COC(=O)c1cccs1)c1ccc2c(c1)OCCO2	5	-1.3	2	-0.1	1.1	1.8	-1.5	2.1	1	0.6	-9
O=C1CC(N2CCCN(C3CC(=O)N(c4ccc(F)cc4)C3=O)CC2)C(=O)N1c1ccc(F)cc1 (stereo not given)	1	-0.7	1	0.8	-2.2	0.3	-1.4	1.4	2	1.1	-7
CC(C)C[C@H](NC(=O)c1nc[nH]c1C(=O)N1CCN(c2ccccc2)CC1)C(=O)OCc1ccccc1	0	-0.7	1	1.5	-1.8	1.8	-1.0	1.2	0	-0.4	-17

Random draw from the library; overall some 6.7% were active at least once.
